Source: PubChem BioAssay (Sanford-Burnham Center for Chemical Genomics)
SENP6 inh – SENP6 protease inhibitors, primary screen, biochemical, luminescence, uHTS; Sentrin-specific protease 6 (Homo sapiens), Q9GZR1; Recombinant SENP6 catalytic domain, aminoluciferin luminescence; inhibition, % at 10 µM; 1.8% of 330,000 active; AID 2599, 2010;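 active = inhibition above about 50% at the single tested dose, limit read from the data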;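 also: plate controls were DMSO wells with enzyme for no effect and DMSO wells lacking enzyme for full effect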
Target sequence (Q9GZR1 628-1112 limits assumed): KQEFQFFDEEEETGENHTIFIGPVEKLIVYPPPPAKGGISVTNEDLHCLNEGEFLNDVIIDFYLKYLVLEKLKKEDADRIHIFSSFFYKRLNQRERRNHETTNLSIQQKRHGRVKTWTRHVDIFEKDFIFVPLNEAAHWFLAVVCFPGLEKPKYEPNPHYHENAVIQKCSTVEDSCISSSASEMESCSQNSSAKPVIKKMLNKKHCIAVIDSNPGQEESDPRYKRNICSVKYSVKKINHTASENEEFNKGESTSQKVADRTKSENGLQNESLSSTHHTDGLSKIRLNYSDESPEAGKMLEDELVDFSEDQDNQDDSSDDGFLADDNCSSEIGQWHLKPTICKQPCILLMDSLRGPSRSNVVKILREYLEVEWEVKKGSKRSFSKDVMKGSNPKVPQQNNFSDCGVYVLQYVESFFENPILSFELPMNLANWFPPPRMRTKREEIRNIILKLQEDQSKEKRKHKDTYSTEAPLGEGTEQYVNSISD
SENP8 inh – human SENP8 protease inhibitors, primary screen, biochemical, fluorescence, Nedd8 protein substrate, uHTS. Sentrin-specific protease 8 (Homo sapiens), Q96LD8. recombinant SENP8. inhibition, % at 20 µM. 0.64% of 360,000 active; in the data active = inhibition mostly above about 40%, no sharp cut-off; inactive = mostly below about 27%
SENP1 inh – human SENP1 catalytic domain inhibitors, primary screen, biochemical, FRET, uHTS; recombinant SENP1 catalytic domain, CyPet-SUMO1-YPet FRET cleavage; Sentrin-specific protease 1 (Homo sapiens), Q9P0U3; inhibition, % at 10 µM; 0.21% of 360,000 active;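 active = inhibition at least 30% at 10 µM, raw YFP signal under a set limit, fluorescence ratio 0.5 to 1.5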;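 also: 0% = enzyme with DMSO and 100% = no enzyme wells; some results filed as inactive read as strong as hits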
Target sequence (Q9P0U3 419-644 limits assumed): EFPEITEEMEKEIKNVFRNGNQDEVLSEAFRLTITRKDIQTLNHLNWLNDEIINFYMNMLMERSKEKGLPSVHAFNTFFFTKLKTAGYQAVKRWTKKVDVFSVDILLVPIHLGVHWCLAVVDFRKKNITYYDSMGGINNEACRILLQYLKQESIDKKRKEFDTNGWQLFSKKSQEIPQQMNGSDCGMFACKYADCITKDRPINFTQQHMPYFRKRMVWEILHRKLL
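Material – human SENP1 catalytic domain · Input – SENP1 enzyme, 20 pM final · Compound dosing – single concentration of 10 µM compound, 0.5% DMSO final · Timing – enzyme reaction for 50 min at room temperature, dark · Measured by – FRET fluorescence in CFP and YFP emission channels · Control set – no-enzyme wells low, DMSO-plus-enzyme wells high control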
NR3A LBD binder – binders of NR3A ligand-binding domain, primary screen, biophysical, differential scanning fluorimetry, uHTS | Tm shift relative to glycine control, % at 25 µM | 2.5% of 340,000 active | NR3A LBD differential scanning fluorimetry, Tm shift; 0% = protein alone, 100% = glycine-bound protein;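 active = melting temperature shift of at least 10% of the positive control shift, at one fixed dose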
ATG4B inh – ATG4B protease inhibitors, primary screen, biochemical, fluorescence, uHTS; Cysteine protease ATG4B (Homo sapiens), Q9Y4P1; ATG4B cleavage of LC3-PLA2, NBD-HPC fluorescence, 1 h; inhibition, % at 8.33 µM; 0.51% of 340,000 active; in the data active = inhibition above about 40%
Target sequence (Q9Y4P1 whole entry, looked up): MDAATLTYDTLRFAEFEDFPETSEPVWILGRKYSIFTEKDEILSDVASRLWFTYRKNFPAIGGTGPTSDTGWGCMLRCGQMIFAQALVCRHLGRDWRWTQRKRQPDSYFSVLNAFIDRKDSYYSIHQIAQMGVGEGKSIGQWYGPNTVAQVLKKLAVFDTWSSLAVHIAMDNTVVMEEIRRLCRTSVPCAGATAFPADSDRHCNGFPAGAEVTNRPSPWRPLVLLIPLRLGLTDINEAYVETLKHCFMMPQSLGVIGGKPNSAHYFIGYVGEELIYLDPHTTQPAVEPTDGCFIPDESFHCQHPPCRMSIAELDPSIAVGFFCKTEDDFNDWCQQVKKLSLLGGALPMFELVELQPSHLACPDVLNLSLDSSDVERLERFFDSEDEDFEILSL
PfG6PD inh – PfG6PD enzyme inhibitors, primary screen, biochemical, fluorescence intensity, uHTS; glucose-6-phosphate dehydrogenase-6-phosphogluconolactonase (Plasmodium falciparum 3D7); PfGluPho enzyme, NADPH resazurin-diaphorase fluorescence; inhibition, % at 20 µM; 0.78% of 350,000 active; AID 504690, 2011;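 active = inhibition reaching at least a set limit at 20 µM in the primary screen, cut at about 59% in these data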;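 also: 0% = DMSO wells with substrate and 100% = DMSO wells lacking glucose-6-phosphate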
hIAP activ – human IAP activators, primary screen, biochemical, luminescence, uHTS; Intestinal-type alkaline phosphatase (Homo sapiens), P09923; purified human IAP, CDP-Star luminescence, 30 min; stronger effect = higher value; 1 = vehicle-only enzyme, 0 = enzyme-free background; activation factor at 10 µM; 0.16% of 330,000 active; AID 2524, 2010;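 active = activation factor of the enzyme at least 2-fold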; also: the source names both 10 and 20 µM as test concentration; values of inactives mirror those of a sister screen read the other way
MPTP block – mitochondrial permeability transition pore inhibitors, primary screen, biochemical, isolated mouse mitochondria, absorbance; inhibition, % at 10 µM; AID 602449, 2012; Ca2+ swelling absorbance, 30 min; 1.4% of 360,000 active;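 active = inhibition of 50% or more, scaled per plate between neutral and stimulator controls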;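 also: 0% = DMSO wells given calcium and 100% = 1 mM EGTA wells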
The depositor's hits bear a star; x = not tested or not shown.

SMILES	SENP6 inh	SENP8 inh	SENP1 inh	NR3A LBD binder	ATG4B inh	PfG6PD inh	hIAP activ	MPTP block
O=C(COC(=O)c1cc[n+]([O-])cc1)NC(=O)c1ccc(OC(F)F)cc1	-1.9	-5.6	0.1	5.2	7.2	6.0	1.03	-2.1
CN1c2ccccc2-c2nc3ccccc3n2C1c1ccncc1 (configuration not stated)	4.9	-469.8	-11.1	1.4	-9.9	27.8	1.03	-0.6
CC1=C(C(=O)Nc2ccc(C)cc2C)C(c2ccc(C)o2)NC(=O)N1 (configuration not stated)	-4.0	11.5	-24.2	2.2	-2.6	-11.1	1.13	-1.6
CC(=O)Nc1ccc(Nc2nc(-c3cc4ccccc4oc3=O)cs2)cc1	8.2	-15.4	-6.2	4.4	-22.3	16.9	1.09	1.2
CCCCCc1c(C)[nH]c2nc3ccccc3n2c1=O	-30.1	-269.1	-1.4	0.1	2.0	-11.8	1.32	-0.3
CCc1ccc(/C=C\C(=O)N2CCc3ccccc3C2)cc1	60.6*	26.8	0.0	-1.9	4.8	25.8	0.979	60.7*
Cc1ccc(C2(CC(=O)O)CCOC(C)(C)C2)cc1 (configuration not stated)	-1.1	8.9	0.3	-4.6	-9.7	-4.5	0.887	1.4
CC(C)Oc1ccc(C(CC(=O)O)NC(=O)c2cccs2)cc1 (configuration not stated)	-5.4	7.1	2.7	6.7	-4.8	-3.6	0.97	-0.7
CCNC(=O)N(C)C[C@H]1N[C@@](CC)(C(=O)OC)[C@H]2C(=O)N(C)C(=O)[C@@H]12	26.4	10.4	0.2	0.3	-4.2	-2.2	0.957	-3.2
CCOC(=O)CSc1nnc(CNC(=O)c2ccc(OC)cc2)n1C1CCCCC1	-5.4	19.7	-0.2	-1.0	-2.2	-0.3	0.86	1.4
C#CCNC(=O)C1=C[C@@H](c2cn(C(C)=O)c3ccccc23)C[C@@H](OCc2ccc(CO)cc2)O1	3.8	-41.7	-4.9	-2.4	-6.5	10.7	1.02	-1.5
Cc1ccccc1N1CCN(S(=O)(=O)c2ccc3oc(=O)ccc3c2)CC1	7.9	20.2	1.1	0.1	23.9	-25.0	1.15	6.9
Nc1nonc1-c1noc(CCCOc2ccc(Cl)cc2Cl)n1	-3.5	24.2	1.9	-10.3	2.8	4.8	1.08	3.8
COc1ccc(NC(=O)CNS(=O)(=O)c2ccc3nc(C)sc3c2)c(OC)c1	1.7	2.6	2.3	0.1	1.5	-6.5	0.963	-2.0
O=C(Cc1ncon1)Nc1ccc(F)c(F)c1F	2.6	6.7	-11.5	0.5	-1.3	4.3	0.786	3.1
COc1ccc(N(CC(=O)Nc2ccc(C)c(F)c2)S(=O)(=O)c2c(C)noc2C)cc1	3.6	8.8	0.3	8.3	11.8	15.0	0.839	1.0
COCCn1c(SCC(=O)Nc2cc(C)cc(C)c2)nc2ccccc2c1=O	-35.0	6.9	3.8	-2.8	1.5	6.5	1.27	-0.9
CC(=O)c1ccc(N2CCN(C(=O)CNC(=O)c3ccc(Br)o3)CC2)cc1	x	-99.5	-0.6	x	x	8.7	x	0.2
O=C(COc1ccc2c(c1)CCC2)N1CCN(c2ccc(F)cc2)CC1	-22.6	-2.4	3.0	2.4	-3.1	18.9	1.07	-0.4
COc1ccc(/C=C2\SC(N)=NC2=O)cc1Cl	-2.7	-2.9	1.0	-5.7	4.1	-20.7	1.22	-0.8
O=C(Oc1ccccc1)c1ccccc1C(=O)Oc1ccccc1	x	5.4	2.9	-2.4	14.4	-1.8	x	-1.0
COc1ccc(-c2cn3cccnc3n2)cc1	-11.4	-428.7	-4.0	0.2	-10.3	9.6	0.841	-1.3
O=C(NC(=S)N1CCc2ccccc21)c1ccco1	7.0	11.3	-2.3	0.7	-8.4	8.8	0.984	-1.4
Cc1cc(NC(=O)CCC(=O)N(CC(=O)NC2CCCC2)c2ccc(Cl)c(Cl)c2)no1	-5.6	10.2	1.3	0.5	-1.7	12.9	0.974	-1.4
CCC(=O)Oc1oc(-c2ccccc2)nc1C=Nc1ccccc1OC	-13.2	1.2	-47.2	1.7	7.7	0.5	1.28	1.4

Single records (already shown). Values in the order: SENP6 inh | SENP8 inh | SENP1 inh | NR3A LBD binder | ATG4B inh | PfG6PD inh | hIAP activ | MPTP block
CCNC(=O)N(C)C[C@H]1N[C@@](CC)(C(=O)OC)[C@H]2C(=O)N(C)C(=O)[C@@H]12 in the list: 26.4 | 10.4 | 0.2 | 0.3 | -4.2 | -2.2 | 0.957 | -3.2
CN1c2ccccc2-c2nc3ccccc3n2C1c1ccncc1 (configuration not stated) in the list: 4.9 | -469.8 | -11.1 | 1.4 | -9.9 | 27.8 | 1.03 | -0.6

Other structures follow.
SMILES	SENP6 inh	SENP8 inh	SENP1 inh	NR3A LBD binder	ATG4B inh	PfG6PD inh	hIAP activ	MPTP block
CCC(C(=O)NC(C)(C)C)N(C(=O)Cn1nnc(-c2cccs2)n1)c1cnc2ccccc2c1 (configuration not stated)	-2.6	-3.0	-14.6	2.5	-19.0	0.2	0.873	0.5
CCCCNC(=S)NNC(=O)C1=NN(c2cc(C)ccc2C)C(=O)CC1	-5.6	1.7	1.4	1.3	-9.9	-30.4	1.34	0.8
COCCOc1nc2c(c(=O)n(C)c(=O)n2C)n1CCc1ccccc1	-21.2	19.9	0.0	-1.0	-13.0	12.6	1.04	2.0
Cc1ccc(CNCC(O)(c2ccccc2)c2ccc(F)cc2)cc1 (configuration not stated)	0.0	2.3	0.3	0.4	11.7	5.1	1.01	4.8
CCCC(CCC)=NNC(=O)CN(Cc1ccccc1)S(=O)(=O)c1ccccc1	-13.8	6.1	1.4	-8.7	7.3	11.5	1.14	1.6
Cc1ccc(S(=O)(=O)CCC(=O)Nc2sccc2C(N)=O)cc1	33.7	-20.6	-36.1	-3.0	-1.8	22.9	0.963	-3.5
CCn1nc(C)c(/C=N/NC(=O)CSc2ccccn2)c1C	-2.9	13.3	4.1	1.4	11.3	-19.4	1.08	1.3
Cc1ccc(-n2c(SCC(=O)NC3CCS(=O)(=O)C3)nc3ccccc3c2=O)cc1C (configuration not stated)	-7.5	13.5	1.4	0.2	-7.3	5.6	0.83	-1.1
Cc1ccccc1NS(=O)(=O)c1ccc2[nH]cc(C(=O)N(C)Cc3ccco3)c(=O)c2c1	5.0	-270.7	-26.2	1.5	-5.3	-8.2	0.984	2.2
Cc1ccc(OC(=O)c2ccncc2)c(C)c1	-7.9	20.5	-0.7	2.4	2.1	4.9	0.939	0.6
Cc1ccc(NC(=O)CN2C(=O)C3CC=C(Cl)CC3C2=O)cc1 (configuration not stated)	-35.3	7.4	-10.2	4.5	-14.4	4.9	0.93	1.3
Cc1ccc(C(C)C)c(OCC(=O)NN=C2CCCC(=O)C2)c1	4.5	-5.6	-3.0	-3.0	-8.1	14.4	1.16	1.4
Cc1ccc(S(=O)(=O)N2[C@@H](c3ccccc3)C(C(=O)O)=CC[C@H]2c2ccc(Cl)cc2)cc1	-13.7	2.0	0.4	-14.3	12.1	-23.0	1.01	1.8
Cc1ccc(SCCC(=O)NC(C(C)C)C(C)C)cc1	-6.5	4.3	0.6	0.7	-13.3	8.6	1.07	1.6
Cc1nnc(SCC(=O)Nc2nccs2)o1	-0.4	5.7	-1.7	0.9	-0.1	3.7	0.748	-2.2
CC1CCc2sc(NC(=S)NC(=O)c3ccccc3)c(C#N)c2C1 (configuration not stated)	-3.5	-1.2	-4.2	22.5*	-3.1	36.3	0.939	17.8
Cc1cc2c(cc1S(=O)(=O)CCC(=O)NCc1ccccc1)OCC(=O)N2	-10.5	5.6	2.8	-2.5	-2.6	-12.1	1.04	0.8
O=C(/C=C/c1ccc2c(c1)OCO2)NCCS(=O)(=O)N1CCN(c2ccccc2)CC1	x	-188.0	-1.1	x	x	-8.3	x	2.2
COc1cc(N=Cc2c(O)[nH]c3ccccc23)cc(OC)c1OC	-0.5	-15.3	-47.9	0.5	-4.2	5.2	1.22	1.1
O=C(NCCCn1ccnc1)C(=O)NCC(c1cccnc1)N1CCN(c2ccccc2)CC1 (configuration not stated)	-6.2	19.5	0.7	2.7	0.5	-0.9	1.32	-0.3
CCC1=NN(C(=O)c2ccc(C)cc2)C(O)(c2ccc(Br)cc2)C1 (configuration not stated)	-0.1	7.8	7.2	5.6	3.1	-4.2	0.887	6.8
COCCn1nnnc1C(c1cccs1)N1CCN(c2cccc(C(F)(F)F)c2)CC1 (configuration not stated)	-6.1	5.4	0.4	-9.1	6.8	19.1	0.908	-1.9
O=C(CN(C(=O)c1csnn1)c1ccc(Cl)cc1)NCCc1ccccc1	-8.5	18.0	-0.8	0.5	-7.6	4.9	0.915	-0.2
Cc1cc(C(=O)NC2CCCC2)c2ccccc2n1	6.3	3.9	0.4	-3.5	1.1	-12.3	1.07	-2.0
CN(CC(=O)Nc1ccc(N2CCOCC2)cc1)C(=O)Cc1ccccc1	-2.8	10.9	-0.2	1.9	-5.7	6.4	0.864	-2.6

An excerpt from above in order of their number in hIAP activ, lowest first:
SMILES,SENP6 inh,SENP1 inh,NR3A LBD binder,ATG4B inh,PfG6PD inh,hIAP activ,MPTP block
CN1c2ccccc2-c2nc3ccccc3n2C1c1ccncc1 (configuration not stated),4.9,-11.1,1.4,-9.9,27.8,1.03,-0.6
COCCOc1nc2c(c(=O)n(C)c(=O)n2C)n1CCc1ccccc1,-21.2,0.0,-1.0,-13.0,12.6,1.04,2.0
O=C(COc1ccc2c(c1)CCC2)N1CCN(c2ccc(F)cc2)CC1,-22.6,3.0,2.4,-3.1,18.9,1.07,-0.4
COc1cc(N=Cc2c(O)[nH]c3ccccc23)cc(OC)c1OC,-0.5,-47.9,0.5,-4.2,5.2,1.22,1.1
COCCn1c(SCC(=O)Nc2cc(C)cc(C)c2)nc2ccccc2c1=O,-35.0,3.8,-2.8,1.5,6.5,1.27,-0.9
O=C(NCCCn1ccnc1)C(=O)NCC(c1cccnc1)N1CCN(c2ccccc2)CC1 (configuration not stated),-6.2,0.7,2.7,0.5,-0.9,1.32,-0.3

Next part.
SMILES	SENP6 inh	SENP8 inh	SENP1 inh	NR3A LBD binder	ATG4B inh	PfG6PD inh	hIAP activ	MPTP block
N#Cc1ccc(N2CCN(c3ccc(F)cc3)CC2)cc1	0.0	-5.5	1.0	1.2	-3.2	5.2	0.932	1.3
O=C(CN1CCN(C(=O)c2ccccc2)CC1)Nc1ccc(Br)cn1	-18.6	13.7	-2.7	-0.2	0.1	3.7	0.863	0.0
O=C(c1cccs1)N1C[C@@H](n2cc(-c3ccc(F)cc3)nn2)[C@H](O)C[C@@H]1c1ccc(Cl)cc1	x	-28.9	4.3	x	x	-8.4	x	-0.7
Cc1ccc(NC(=O)c2ccc(F)c(S(=O)(=O)N3CCOCC3)c2)cc1F	-1.6	11.6	1.1	-3.6	-3.8	-2.3	0.858	0.4
COc1cc(NCCCCC(C)N)c2nccc(C)c2c1 (configuration not stated)	x	24.2	-0.7	x	x	31.8	x	1.7
CC(=O)Nc1c(O)[nH]c2ccccc12	10.0	18.6	-0.1	0.5	3.1	-4.3	1.2	-0.7
CCC(C)(C)NC(=O)C(c1ccccn1)N(C(=O)c1csnn1)C1CCCCC1 (configuration not stated)	1.2	0.0	2.1	-0.5	-8.2	-3.9	0.963	-1.3
C[C@@H]1CN([C@H](C)CO)C(=O)CCCn2nncc2CO[C@H]1CN(C)C(=O)Cc1ccccc1	x	12.6	1.3	x	x	-10.2	x	-0.5
O=C(NCCCn1ccnc1)c1ccc(S(=O)(=O)N2CCOCC2)cc1	11.3	1.7	3.4	1.9	-4.2	5.6	1.03	-0.3
O=C(NCCCN1CCCC1=O)c1cccc(S(=O)(=O)N2CCN(c3ccc(F)cc3)CC2)c1	1.7	9.3	2.2	2.2	-0.9	0.7	1.15	-0.2
